Screens deposited in PubChem BioAssay by NCI.
All columns: NCI-60 one-dose screen, growth in % after 48 h at 10 µM unless noted; 100 = growth as untreated, 0 = no growth, -100 = all killed.
UACC-62 = UACC-62 melanoma. actives 5.4% (n = 81,000). AID 1794756
CCRF-CEM = CCRF-CEM leukemia | actives 7% (n = 77,000)
HOP-92 = HOP-92 NSCLC cells | actives 6.3% (n = 71,000)
M14 = M14 melanoma; actives 6.2% (n = 80,000); AID 1794745
A549/ATCC = A549/ATCC NSCLC | actives 3.7% (n = 81,000)
EKVX = EKVX NSCLC. actives 3% (n = 71,000). AID 1794765
RPMI-8226 = RPMI-8226 leukemia cells; actives 7.5% (n = 77,000)
HOP-62 = HOP-62 NSCLC | AID 1794735 | actives 3.9% (n = 80,000)
Numbers without * were called inactive; / = no result given; & = joins results of further samples. How the source made its calls: active means growth percent below 10; inactive means the rest. Rows are unselected; any-hit rate near 12%.

SMILES	UACC-62	CCRF-CEM	HOP-92	M14	A549/ATCC	EKVX	RPMI-8226	HOP-62
COC1C(OC(N)=O)C(O)C(Oc2ccc3c(O)c(NC(=O)c4ccc(O)c(CC=C(C)C)c4)c(=O)oc3c2C)OC1(C)C (configuration not stated)	98&103	59&90	79	99&102	103&105	109	80&99	99&101
COC1OCC(O)C(OC(=O)c2ccccc2)C1OC(=O)c1ccccc1 (configuration not stated)	99	98	87	104	102	102	105	98
Oc1ccc(/C=N/N=C2c3ccccc3-c3ccccc32)c(O)c1	59	60	80	74	55	78	73	82
Cn1c(=O)cc(O)c2ccccc21	100	97	102	/	93	95	/	102
CC(C)c1ccc(Cn2cc(CSc3nc4ccccc4s3)nn2)cc1	92	87	91	100	93	99	99	89
C#CCOCC(O)CCl (configuration not stated)	83	106	117	101	97	130	100	103
Clc1ccc(-c2cs/c(=N/N=C\c3ccc(Br)cc3)n2/N=C/c2ccc(Br)cc2)cc1	97	104	96	/	84	94	101	99
N#CC1(C(N)=O)OC12CCS(=O)(=O)c1ccccc12 (configuration not stated)	107	81	/	104	101	119	102	99
CC(C)(C)n1cc(-c2ccnc(NCCCNS(=O)(=O)c3ccc(Cl)cc3)c2)c(-c2cccc(F)c2)n1	85	67	74	78	62	56	52	93
CCCCCCCCCCCCCCCCCCOc1ccc(CC(=O)OCCC[N+](C)(C)C)cc1	70	61	78	83	78	96	/	91
O=C(NCc1ccccc1)C(c1ccc(O)c(O)c1O)N(C(=O)c1cc(O)c(O)c(O)c1)c1ccc(F)cc1 (configuration not stated)	98	72	78	106	90	100	97	93
O=C1NC(=Nc2ccc(Cl)cc2)S/C1=C\c1cn(-c2ccccc2)nc1-c1ccccc1	87	61	-0.9*	97	35	85	83	100
NC1(CO)COC(c2ccccc2)OC1 (configuration not stated)	111	99	97	118	101	118	108	104
CC(N)c1nnnn1-c1ccc(Br)cc1 (configuration not stated)	103	96	87	/	85	101	104	97
COc1ccc(OC)c2nc3c(nc12)[nH]c1ccccc13	80	103	/	106	102	80	90	87
O=C(O)COc1c(Cl)cc(Cl)cc1Cl	103	92	106	105	84	109	106	109
CCCCSc1nc(Nc2ccc(S(N)(=O)=O)cc2)c(C#N)c(-c2ccc(Cl)cc2)n1	48	95	/	11	1.7*	35	53	11
O=C(CSC(=S)N1CCCCC1)Nc1ccccc1	92	90	100	99	88	106	85	100
Cc1ccc(-c2csc(N3CCCC3=O)n2)cc1	92	87	81	103	97	/	103	102
CCOC(=O)c1ccc(Nc2ccnc(SCC(=O)c3ccc([N+](=O)[O-])cc3)n2)cc1	71	50	106	84	78	73	46	102
NCCCN1CCOCC1	102	93	110	95	99	/	103	107
COc1cc2ncnc(Nc3ccc(S(=O)(=O)Nc4cc(C)on4)cc3)c2cc1OCCCN1CCCC1	94	103	100	110	101	110	105	97
CCCC1(CN2c3ccccc3Sc3ccc(Cl)cc32)CCN(CC)C1 (configuration not stated)	-21*	-11*	/	-93*	19	-13*	-43*	/
O=C1C(=Cc2cc3ccccc3[nH]c2=O)C(=O)c2ccccc21	105	120	/	117	112	119	107	103
Cc1cc(O)cc2c1[C@H]1CC[C@]3(C)C(=O)CC[C@H]3[C@@H]1C=C2	78	57	101	105	64	91	82	99
The listing continues:
SMILES	UACC-62	CCRF-CEM	HOP-92	M14	A549/ATCC	EKVX	RPMI-8226	HOP-62
O=C1CSC(=S)N1CCc1ccc(O)cc1	88	51	67	88	97	98	38	85
COc1ccc(/C=N\NC(=O)CCCCC(=O)N/N=C\c2ccc(OC)cc2)cc1	91&100	107&103	101&96	97&109	100&99	108&99	100&104	101&112
O=C1Nc2ccccc2/C1=N/N=C/c1ccsc1	93	101	109	105	107	91	/	110
COc1ccc(C(=O)Cn2cnc3c(Nc4cc(C(=O)Nc5ccc(N6CCOCC6)cc5)ccc4C)ncnc32)cc1	92	118	84	99	106	91	86	96
O=C(CN1CCN(c2cc3c(cc2F)c(=O)c(C(=O)O)cn3C2CC2)CC1)N/N=C/c1cccnc1	96	92	91	98	98	100	99	87
O=C(NCCN1CCCC1)c1ccc(-c2nc3ccc4[nH]ncc4c3c3c2CCCC3)cc1	18	9.0*	-15*	/	6.1*	24	-15*	16
Clc1ccc(-c2noc(CCc3nnc(-c4ccccc4)o3)n2)cc1	93	99	103	108	111	116	95	101
COC(=O)Cc1cccc2ccccc12	101	98	/	114	109	116	92	108
O=S(=O)(NCCNc1cc(-c2c(-c3cccc(O)c3)nc3sccn23)ccn1)c1cccc(Cl)c1	41	28	60	47	36	47	26	95
CC(C)CCC[C@@H](C)[C@H]1CC[C@H]2[C@@H]3CC=C4c5sc(Nc6ccccc6F)nc5CC[C@]4(C)[C@H]3CC[C@]12C	101	98	101	96	103	104	96	98
O=C(Cc1ccc([N+](=O)[O-])cc1)OCC#CCOC(=O)Cc1ccc([N+](=O)[O-])cc1	83	97	89	98	94	96	97	101
O=C(c1ccccc1)C(Nc1cccc([N+](=O)[O-])c1)c1ccccc1 (configuration not stated)	56	80	57	94	79	94	71	93
CN(CCN(C)c1ccc(C(=N)N)cc1)c1ccc(C(=N)N)cc1	79	-72*	35	103	103	94	47	102
CCC(C)c1ccc(OCC(C)OC(=O)C(C)C)cc1 (configuration not stated)	/	94	90	101	60	105	/	101
CC1(C)CC(=O)C2=C(C1)N(c1ccc(F)cc1F)C(N)=C(C#N)C2c1cccc(Br)c1 (configuration not stated)	86	88	88	99	80	89	/	75
CC(C)c1ccccc1S	90	102	88	108	124	95	106	114
COc1ccc(NC(=O)Nc2ccc(NC(C)=O)cc2)c(OC)c1	99	100	125	109	96	107	104	111
Fc1ccc(Nc2ncnc3ccc(-c4cn[nH]c4)cc23)cc1Cl	60	75	55	59	49	22	39	66
O=c1[nH]cc(Nc2cc(Cl)c3nonc3c2[N+](=O)[O-])c(=O)[nH]1	95	106	95	100	/	34	96	102
C=CC(=O)Nc1cccc(-c2nc(SC)nc(Nc3cccc(OC)c3)c2C#N)c1	78	58	30	61	57	72	40	86
COc1ccc(/C=C/C=C/C(=O)c2ccc(NC(=O)Nc3ccccc3)cc2)cc1	92	79	109	69	77	97	91	106
CC(C)OC(=O)NNC(=O)c1ccncc1	94	132	113	/	105	106	/	108
CCCCCCCCn1ccc2cc(NC(=O)CN3CCN(c4cc(C)nc(N5CCCCC5)n4)CC3)ccc21	85	84	54	83	89	88	70	88
Nc1ccc(CCc2ccc(N)cc2)cc1	100	/	/	102	101	110	/	104
O=[N+]([O-])c1ccc2[nH]c3nc4ccccc4nc3c2c1	86	87	84	108	103	86	113	99

By substructure, those above with an aryl methoxy group
SMILES	UACC-62	CCRF-CEM	HOP-92	M14	A549/ATCC	EKVX	RPMI-8226	HOP-62
COc1ccc(OC)c2nc3c(nc12)[nH]c1ccccc13	80	103	/	106	102	80	90	87
COc1cc2ncnc(Nc3ccc(S(=O)(=O)Nc4cc(C)on4)cc3)c2cc1OCCCN1CCCC1	94	103	100	110	101	110	105	97
COc1ccc(/C=N\NC(=O)CCCCC(=O)N/N=C\c2ccc(OC)cc2)cc1	91&100	107&103	101&96	97&109	100&99	108&99	100&104	101&112
COc1ccc(C(=O)Cn2cnc3c(Nc4cc(C(=O)Nc5ccc(N6CCOCC6)cc5)ccc4C)ncnc32)cc1	92	118	84	99	106	91	86	96
COc1ccc(NC(=O)Nc2ccc(NC(C)=O)cc2)c(OC)c1	99	100	125	109	96	107	104	111
C=CC(=O)Nc1cccc(-c2nc(SC)nc(Nc3cccc(OC)c3)c2C#N)c1	78	58	30	61	57	72	40	86
COc1ccc(/C=C/C=C/C(=O)c2ccc(NC(=O)Nc3ccccc3)cc2)cc1	92	79	109	69	77	97	91	106

Remaining list, next part
SMILES	UACC-62	CCRF-CEM	HOP-92	M14	A549/ATCC	EKVX	RPMI-8226	HOP-62
N=C1CCCS1	103	106	100	109	107	82	104	114
Cn1c(=O)c2c(ncn2CCn2cc(COc3nc(OCc4cn(CCn5cnc6c5c(=O)n(C)c(=O)n6C)nn4)nc(OCc4cn(CCn5cnc6c5c(=O)n(C)c(=O)n6C)nn4)n3)nn2)n(C)c1=O	111	99	/	104	95	/	106	122
COc1nc(-c2cccnc2)nc2c1sc(=S)n2-c1ccccc1	76	/	79	87	86	102	63	82
CCOC(=O)n1c(O)c(N=NC(=O)c2ccc(S(N)(=O)=O)cc2)c2ccccc21	94	110	100	103	100	96	102	103
COc1ccccc1NC(=O)CSc1n[nH]c(-c2ccncc2)n1	71	89	88	95	91	78	84	109
O=C(c1ccc(O)c(O)c1)c1c(O)cc(O)cc1O	103	97	79	114	101	115	99	108
Nc1c(C(=O)Nc2ccccn2)sc2nc3c(cc12)CCCCCC3	25	5.6*	31	7.4*	14	32	5.4*	18
COc1ccc(CCNCCCOc2cc3c(Nc4ccc(S(=O)(=O)Nc5cc(C)on5)cc4)ncnc3cc2OC)cc1OC	97	103	116	108	103	104	104	94
CN(C)/N=C/c1ccccc1O	98	100	/	106	104	/	113	109
CC(=O)O[C@H]1CC[C@H]2[C@@H]3CC[C@H]4OC(=O)CC[C@@H]4[C@H]3CC[C@]12C	106	93	106	107	99	106	101	105
CCCCCCCCCCCCCCNCc1ccccc1	99	61	49	82	108	93	35	94
Cc1nn2c(-c3nc4ccc(F)cc4[nH]3)c(-c3ccccc3)nc2s1	103	90	78	106	111	/	96	108
O=C(O)c1cc(NC(=O)C(Cl)Cl)cc(N2C(=O)CSC2=S)c1	91	103	/	103	100	100	103	97
CCN(CC)CCSc1c2ccc(Cl)cc2nc2ccc(OC)cc12	93	13	82	79	74	97	73	76
CC(C)c1ccc(Cn2nc(Nc3ccccn3)nc2N)cc1	92	89	106	101	94	86	88	101
Nc1ccn(C2CC(O)C(CO)O2)c(=O)n1 (configuration not stated)	100	116	/	106	108	102	112	99
COC(=O)c1nc(-c2ccccc2)oc1S(=O)(=O)N1CCC(C)CC1	76	12	63	74	90	82	47	91
COc1ccc(-n2c(-c3csc(N)n3)n[nH]c2=S)c(OC)c1	102	122	102	93	98	105	113	91
CCN(CC)CC(C)(C)C(=O)/C=C/c1ccccc1	40	9.4*	35	32	80	27	39	91
COc1ccc(-c2nc(SCC(=O)c3ccc(-c4ccccc4)cc3)[nH]c(=O)c2C#N)cc1	83	98	84	97	89	98	100	82
Cc1cccc2cc(-c3cc4ccccc4[nH]3)c(=Nc3ccc(Cl)cc3)oc12	77	100	98	95	102	85	/	89
O=S(=O)(Oc1ccc(Cl)cc1)c1cccc2cccnc12	98	106	93	96	94	106	114	109
Cc1cc2nnc(SCC(=O)c3ccccc3)n2c(SCc2ccccc2)n1	80	93	78	112	92	89	92	95
O=c1c2ccccc2nc(SCCN2CCOCC2)n1CCc1ccccc1	96	/	/	117	90	94	/	110
COc1ccc(Cn2cc3c(c2-c2ccc(OC(C)=O)cc2)CCc2cnoc2-3)cc1	85	97	79	101	92	87	79	/
Next entries:
SMILES	UACC-62	CCRF-CEM	HOP-92	M14	A549/ATCC	EKVX	RPMI-8226	HOP-62
CC12CCCC(=O)N1c1ccc(Br)cc1-c1nc(=O)c(-c3ccccc3)nn12 (configuration not stated)	85	88	107	96	105	98	107	86
Cc1ccc(-n2nc3c(c(C#N)c2=O)CC(c2ccccc2Cl)C([N+](=O)[O-])=C3O)cc1 (configuration not stated)	84	84	103	100	95	90	83	91
COc1cc(C#CC[C@@H]2C[C@]3(C)[C@H]4CC=C5[C@@H]6CC(C)(C)CC[C@]6(C(=O)O)CC[C@@]5(C)[C@]4(C)CC[C@H]3C(C)(C)[C@H]2O)cc(OC)c1OC	66	49	/	82	29	48	34	73
Cc1cc(O)c2c3c(n([C@@H](CCCCNC(=O)C(F)(F)F)C(=O)O)c(=O)c2c1)C(=O)c1c(OC2CC(O)[C@@H](O)[C@H](C)O2)cccc1C3=O (some centres not stated)	97	102	105	98	95	96	99	106
COC(=O)c1cc(C(=O)C(Br)Br)n2c1ccc1c3ccccc3ccc12	52	36	54	75	41	43	55	57
CC1CC(=O)NC(=O)N1Cc1ccccc1 (configuration not stated)	94&110	109&100	90	103&108	112&117	117&98	101&117	96&104
O=[N+]([O-])c1cccc(OCCOc2ccccc2)c1	106	/	89	105	/	/	93	105
CN1C(=O)/C(=C/c2ccc(C(=O)Nc3ncc(Cc4ccc(Cl)cc4Cl)s3)cc2)SC1=S	8.8*	40	64	12	43	63	36	59
COc1cccc(CSC(C(=O)O)c2ccccc2)c1 (configuration not stated)	103	105	94	122	105	/	105	109
CC1CCC2(CC1)N=C(N)N=C(N)N2c1ccc(S(N)(=O)=O)cc1 (configuration not stated)	97	104	102	100	102	100	109	111
O=C(O)c1cccc2c1-c1ccccc1C2=O	90	84	81	94	101	90	124	95
Cc1c2c(nn1C(=O)c1nn(-c3ccc(Cl)cc3)cc1O)-c1ccccc1CC2	-6.2*	-7.9*	/	27	22	6.2*	-35*	24
C/C(=N\NC(=O)Nc1cccc(C)c1)c1nnn(-c2ccc(Br)cc2)c1C	96	106	/	100	103	104	102	110
CSc1nc(N)c(CNC(C)c2ccccc2)c(=O)n1C (configuration not stated)	99	106	89	97	98	100	109	95
COP(=O)(OC)/C(=C\c1cn(C(c2ccccc2)(c2ccccc2)c2ccccc2)cn1)NC(C)=O	85	90	84	98	90	94	93	86
COc1ccc(-c2nc(-c3ccccc3)c(-c3ccccc3)n2-c2ccc(S(=O)(=O)Nc3ncccn3)cc2)cc1	73	36	50	62	70	36	57	87

Rewritten with values under each structure: 2 of the compounds above
Results follow in this order: UACC-62	CCRF-CEM	HOP-92	M14	A549/ATCC	EKVX	RPMI-8226	HOP-62
CC1CCC2(CC1)N=C(N)N=C(N)N2c1ccc(S(N)(=O)=O)cc1 (configuration not stated)
  97	104	102	100	102	100	109	111
O=C(O)c1cccc2c1-c1ccccc1C2=O
  90	84	81	94	101	90	124	95
